From PubChem BioAssay
FEN1 inhibitor – human FEN1 inhibition; P39748; Recombinant FEN1 flap cleavage, fluorescence, 15 min; Potency, µM (highest dose often 114 µM), without a hit: at the top dose activity change, negative = inhibition, usual class: inhibitors; hit rate 0.35% among 390,000; AID 588795; further: nearly all actives have a fitted effect of over 65% in size
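Nuclease activity of 10 nM FEN1 was measured after 15 min of room-temperature exposure to titrated compounds, by adding 50 nM flap substrate and reading plates at 0 and 15 min.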
KAT2A inh – inhibitors of human GCN5L2 histone acetyltransferase. hit rate 0.21% among 390,000. AID 504327. Potency, µM (top dose mostly 58.9 µM), for inactives: top-dose activity change, negative = inhibition, usual class: inhibitors. GCN5L2 HAT assay, ThioGlo1 CoA-SH fluorescence
Target sequence (Q92830 whole entry, looked up): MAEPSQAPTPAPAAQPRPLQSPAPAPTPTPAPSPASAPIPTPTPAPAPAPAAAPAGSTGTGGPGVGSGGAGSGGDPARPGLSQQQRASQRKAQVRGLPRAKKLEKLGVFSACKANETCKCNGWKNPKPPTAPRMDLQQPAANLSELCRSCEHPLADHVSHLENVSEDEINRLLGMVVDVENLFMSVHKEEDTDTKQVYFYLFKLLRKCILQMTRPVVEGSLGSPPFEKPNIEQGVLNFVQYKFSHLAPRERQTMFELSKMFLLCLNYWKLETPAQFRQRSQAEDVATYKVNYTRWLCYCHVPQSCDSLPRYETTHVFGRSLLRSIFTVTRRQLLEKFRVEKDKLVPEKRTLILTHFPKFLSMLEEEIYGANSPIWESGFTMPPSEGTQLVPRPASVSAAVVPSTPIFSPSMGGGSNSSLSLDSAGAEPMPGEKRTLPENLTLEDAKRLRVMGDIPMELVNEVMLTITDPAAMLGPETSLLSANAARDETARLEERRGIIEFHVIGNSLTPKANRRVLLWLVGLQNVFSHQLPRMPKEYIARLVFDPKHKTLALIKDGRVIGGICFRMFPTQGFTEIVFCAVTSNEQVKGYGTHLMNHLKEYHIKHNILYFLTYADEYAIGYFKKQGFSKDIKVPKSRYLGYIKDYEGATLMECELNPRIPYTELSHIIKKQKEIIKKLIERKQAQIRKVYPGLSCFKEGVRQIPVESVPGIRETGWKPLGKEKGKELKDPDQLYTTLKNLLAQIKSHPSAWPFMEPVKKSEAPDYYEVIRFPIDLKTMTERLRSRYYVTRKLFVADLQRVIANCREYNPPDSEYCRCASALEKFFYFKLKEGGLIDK
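Preincubate 20nM GCN5L2 with compound 15 min, RT → add 50uM ThioGlo1 + 75uM H3(1-25) + 70uM acetyl-CoA → read fluorescence 0 and 20 min. Primary qHTS; fluorescent artifacts likely.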
N370S GC mod – inhibits or activates N370S mutant glucocerebrosidase. Potency, µM (top dose mostly 59.4 µM), for the others: top-dose activity change, negative = inhibition, actives largely listed as inhibitors. N370S GC spleen homogenate, 4MU-glucoside fluorescence. AID 2101. hit rate 0.092% among 330,000;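 further: 0% = full enzyme activity and -100% = no enzyme basal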
Active calls of the source: *; u = inconclusive; x = not tested or not shown; [ ] = dose if it differs, or a comment. The call rests on the fitted dose curve; in most records, active means well fitted curve in the direction sought with a large enough effect; inconclusive means small, poorly fitted or top-dose-only effect, or another doubt; inactive means no such curve, though single readings can be large; an effect the other way counts as inactive or inconclusive. Unless noted, on the % scale 0 is the no-effect control and ±100 the full control effect; potency means the concentration at half of the fitted maximal effect.

Value order: FEN1 inhibitor | KAT2A inh | N370S GC mod
> COc1ccc2cc(C(c3nnnn3Cc3ccc(F)cc3)N3CCCCCC3)c(=O)[nH]c2c1 (stereo unspecified)
    9% | u | 7%
> Cc1cc(NC(=O)CSCC(=O)N(C)Cc2ccc(Cl)cc2Cl)no1
    -4% | 4% | -10%
> CC(C)(C)OC(=O)N1CCC(c2c(C(=O)NCCN3CCC(Cc4ccccc4)CC3)cnn2-c2ccccc2)CC1
    -7% | 15% | x
> O=C1N[C@@H](c2ccccc2)COC(=O)[C@@H](Cc2ccc(F)cc2)CC/C=C/C[C@H]1CC(=O)N(CCO)Cc1ccccc1
    u | -7% | x
> CCOc1ccc(N/C=C/C(=O)c2ccc(OC)cc2)c([N+](=O)[O-])c1
    3% | -3% | -1%
> COc1ccc(-c2c(-c3ccc(O)cc3O)n[nH]c2C)cc1OC
    2% | -5%[0.501 µM] | -6%
> CCN(CC)S(=O)(=O)c1cccc(NC(=O)CCSc2ccc(Cl)cc2)c1
    1% | -6% | 1%
> C=CCSc1nnc(CCCCCN2C(=O)c3cccc4cccc(c34)C2=O)o1
    -19% | -3% | 12%
> CCc1nc(SCC(=O)Nc2cc(C)on2)c2c(C)c(C)sc2n1
    8% | -4% | 3%
> CCCCOP(=O)(c1ccc(N(C)C)cc1)C(O)c1ccc(C(C)C)cc1 (stereo unspecified)
    8% | -7% | 28%
> Cc1ccc(Nc2cc(C)nc(N3CCOCC3)n2)c(C)c1
    -5% | 1% | -24%
> CC(=O)NC(c1ccc(C(C)C)cc1)c1ccc2cccnc2c1O (stereo unspecified)
    -24% | -4% | 5%
> O=C(Nc1ccc(Br)cc1F)c1cc(S(=O)(=O)NC2CCCCC2)ccc1F
    -2% | 0% | x
> CC(OC(=O)c1ccc2ccccc2n1)C(=O)c1ccccc1 (stereo unspecified)
    -4% | 46%[activator] | -3%
> CCc1c(C)sc(NC(=O)c2cc(-c3ccco3)on2)c1C#N
    -4% | -4% | -6%
> CCOC(=O)c1ccc(N2C(=O)c3n[nH]c(-c4ccco4)c3C2c2ccc(F)cc2)cc1 (stereo unspecified)
    -3% | -14% | x
> COc1ccc(-n2nc3c(c2NC(=O)CC(C)C)CS(=O)C3)cc1 (stereo unspecified)
    -1% | -5% | -14%
> O=C(c1ccco1)N1CCN(Cc2nnnn2CC2CCCO2)CC1 (stereo unspecified)
    0% | 6% | 13%
> COc1cccc(CNC(=O)C2CCN(S(=O)(=O)c3cccc4nonc34)CC2)c1
    3% | -11% | -9%
> O=c1c2ccccc2nc(CSc2nnnn2-c2ccccc2)n1-c1cccc(C(F)(F)F)c1
    -1% | -4% | 8%
> Cc1nn(-c2nc3ccccc3[nH]2)c(N)c1-c1ccccc1
    -1% | -5% | -14%
> Cc1ccc2c(c1)N(C(=O)CCC(=O)NCCCN1CCN(C)CC1)CC(C)O2 (stereo unspecified)
    -10% | 16% | -7%
> Nc1nonc1-c1nc2ccccc2n1Cc1ccc(Cl)cc1
    1% | -9% | 3%
> O=C(NCc1ccccc1Cl)NCc1noc2ccccc12
    0% | 0% | x
> N#Cc1ccccc1Cn1c(=O)n(CCCC(=O)NCc2ccc3c(c2)OCO3)c(=O)c2sccc21
    17% | 2% | x
> COc1ccccc1NS(=O)(=O)c1cc(NC(=O)C2CCCC2)ccc1N1CCOCC1
    -4% | -3% | 3%
> Cc1c(C)c2ccc(OCC(=O)c3ccccc3)cc2oc1=O
    10% | -13% | 3%
> CCN(CC)C(=O)c1sc2c(c1C)c(=O)n(Cc1ccccc1)c(=O)n2Cc1cc(C)ccc1C
    -15% | -8% | x
> O=C(CN1CCCC1)Nc1ccc([N+](=O)[O-])cc1Cl
    15% | -2% | -2%
> CCCCn1c(N)c(N(CCOC)C(=O)c2ccc(N3C(=O)CCC3=O)cc2)c(=O)[nH]c1=O
    -8% | 0% | -3%
> COC(=O)c1ccccc1NC(=O)N1c2ccccc2CC1C (stereo unspecified)
    5% | 4% | 16%
> Cc1cccc2sc(NC(=O)c3cc(S(=O)(=O)N(C)C)ccc3N3CCCC3)nc12
    -6% | -5% | -14%
> CCOC(=O)c1cc2c(=O)n3ccccc3nc2n(C(C)C)c1=NC(=O)C(C)(C)Oc1ccc(Cl)cc1
    4% | 1% | x
> COc1ccccc1N1C(=NC(=O)CCC2CCCC2)SC2CS(=O)(=O)CC21 (stereo unspecified)
    -10% | -1% | 0%
> CCOC(=O)c1cc2c(=O)n3ccccc3nc2n(Cc2ccco2)c1=NC(=O)c1ccc(F)cc1
    -24% | -5% | x
> CCCCCc1cc(OC)cc2c1C(=O)OC(C)(C)O2
    -3% | -4% | x
> CN(C)C(=O)CN1C(=O)C2CCCCN2C(=O)c2ccccc21 (stereo unspecified)
    9% | 1% | 3%
> CC1C(C#N)=C(N)OC2=C1C(=O)CC(C)(C)C2 (stereo unspecified)
    -12% | 1% | -2%
> COc1ccc(N(CC(=O)NCCc2ccccc2)S(=O)(=O)c2c(C)nn(C)c2C)cc1
    17% | 2% | x
> CC(=O)Nc1ccc(NC(=O)C(C)OC(=O)C2CCN(S(=O)(=O)c3ccc4c(c3)OCCO4)CC2)cc1 (stereo unspecified)
    -1% | -20% | -4%
> CCOC(=O)c1ccc(N2C(=O)c3n[nH]c(C)c3C2c2ccccc2)cc1 (stereo unspecified)
    -9% | -3% | 2%
> COc1ccc(/C=C/C2=CC(C)(C)NC(=S)N2)c(OC)c1
    7% | -5% | 7%
> Cc1cc(N2CCCC2=O)cc(C)c1S(=O)(=O)Nc1c(C)nn(C)c1C
    -3% | -1% | -1%
> COc1cccc(C(=O)N(C)c2nnc(-c3ccncc3)s2)c1
    -7% | -3% | -6%
> COC(=O)c1c(NC(=O)c2nc(SCc3ccc(F)cc3)ncc2Cl)sc2c1CCCC2
    -3% | -4% | x
> CCOC(=O)N1CCN(C(=O)c2oc3ccc(S(=O)(=O)N4CCCCCC4)cc3c2C)CC1
    -13% | -26% | 1%
> Cc1c(NC(=S)NC(=O)CC(C)C)c(=O)n(-c2ccccc2)n1C
    -1% | -3% | 6%
> CCN(CC)CCCNC(=O)c1cc2c(=O)n(C)c3ccccc3c2n1C
    u | -5% | -1%
> Cn1nc(-c2ccc(Cl)cc2)nc2c(=O)n(C)c(=O)nc1-2
    -21% | -5% | -7%
> C/C(=N/NC(=O)CNC(=O)c1ccccn1)c1ccc([N+](=O)[O-])cc1
    15% | -9% | 5%
> COc1ccc(-n2nc(C(=O)NCC(=O)NC3CCCCCC3)c3ccccc3c2=O)cc1OC
    -1% | -4% | -6%
> Cc1ccc(C)c(CN2C(=O)c3ccccc3S(=O)c3ccc(C(=O)NCCCN4CCCC4)cc32)c1 (stereo unspecified)
    21% | -3% | -29%
> CCc1ccc(Oc2cc(Cl)nc(N)n2)cc1
    4% | -1% | 4%
> COC(=O)c1sccc1NC(=O)CC1C(=O)NCCN1C(=O)c1ccc(C)c(C)c1 (stereo unspecified)
    0% | -2% | 4%
> O=C(Nc1ccc(S(=O)(=O)N2CCOCC2)cc1)c1cc(-c2ccccc2O)n[nH]1
    0% | -7% | -8%
> CSCCC(C(=O)NCc1cccs1)N1C(=O)c2ccccc2C1=O (stereo unspecified)
    4% | -2% | 15%
> COc1ccc(C2(C(=O)Nc3ccc(S(N)(=O)=O)cc3)CCCC2)cc1
    -9% | 3% | 9%
> O=C(N=Nc1c(O)[nH]c2ccc(Br)cc12)c1cc(-c2cccc3ccccc23)n[nH]1
    14% | -4% | 0%
> Cc1ccc(S(=O)(=O)N2CCOCC2)cc1NC(=O)CSc1cccc[n+]1[O-]
    -9% | 0% | 4%
> COc1ccc(C(=O)Nc2ccccc2C(=O)NC(Cc2ccc(O)cc2)C(=O)NNC(=O)c2ccc(C)cc2)cc1 (stereo unspecified)
    -18% | -9% | -7%

Structures listed so far that have a cyano group, in the order listed:
Value order: FEN1 inhibitor | KAT2A inh | N370S GC mod
> CCc1c(C)sc(NC(=O)c2cc(-c3ccco3)on2)c1C#N
    -4% | -4% | -6%
> N#Cc1ccccc1Cn1c(=O)n(CCCC(=O)NCc2ccc3c(c2)OCO3)c(=O)c2sccc21
    17% | 2% | x
> CC1C(C#N)=C(N)OC2=C1C(=O)CC(C)(C)C2 (stereo unspecified)
    -12% | 1% | -2%

Further results:
Value order: FEN1 inhibitor | KAT2A inh | N370S GC mod
> CC(C)=CC(=O)O[C@H]1[C@@H]2[C@H](C)C(=O)O[C@@H]2C[C@@H](C)[C@@H]2[C@@H](O)CC(=O)[C@]21C
    -3% | 8% | -8%
> CCOCC(=O)Nc1nc2ccccc2s1
    4% | -1% | -5%
> COC(=O)/C=C1\N/C(=N\c2nc(C)cc(C)n2)N(c2ccc(C)c(C)c2)C1=O
    7% | -1% | -6%
> O=S(=O)(NC1=NCCCCC1)c1cccs1
    19% | -4% | -8%[2.35 µM]
> COc1ccc(C(=O)Nc2ccccc2-c2nnn(CC(=O)Nc3ccc4c(c3)OCCO4)n2)cc1
    -4% | 3% | -4%
> O=C(COC(=O)c1ccc(CO)cc1)NCc1cccs1
    -2% | -3% | 5%
> COc1ccc(C(=O)NNC(=O)COC(=O)c2sccc2C)cc1
    -13% | 0% | x
> Cc1ccc(C(=O)NCC(=O)N(C)CC(=O)Nc2ccccc2Br)s1
    -2% | -2% | x
> CC(=O)C1=C(O)C(=O)N(c2ccc(S(=O)(=O)Nc3nccs3)cc2)C1c1ccc(F)cc1 (stereo unspecified)
    -11% | -2% | -2%
> COC(=O)CN1C(C(=O)c2ccccc2)=C(OC(=O)c2ccccc2)c2ccccc2S1(=O)=O
    -18% | -11% | x
> Cc1cc(C)n2ncc(/C(N)=N/OC(=O)Nc3ccccc3)c2n1
    2% | -16% | -3%
> O=C(Cc1ccccc1)Nc1ccc(NC(=O)c2ccco2)cc1Cl
    -2% | -11% | -2%
> COc1ccc(S(=O)(=O)NCc2ccc(C(=O)N3CCc4ccccc4C3)cc2)cc1
    -13% | 0% | -2%
> CC(=C/c1ccc(C(C)C)cc1)/C=N/NC(=O)Cn1nnnc1N
    11% | -1% | -5%
> Cc1ccc(C(=O)NCCSCc2ccccc2)cc1[N+](=O)[O-]
    -13% | -4% | 20%
> Nc1nonc1-c1nc2ccccc2n1Cc1c(Cl)cccc1Cl
    4% | -4% | x
> CCOC(=O)c1c(C)[nH]c(C)c1C(=O)CN1C(=O)NC2(CCC(C)CC2)C1=O (stereo unspecified)
    -1% | -6% | 1%
> Nc1nc(Nc2ccccc2)nc(NCc2ccccc2)c1[N+](=O)[O-]
    -8% | -11% | -8%
> O=C(CCCC(=O)N(CC(=O)NC1CCCCC1)c1ccc(F)cc1)Nc1ccccn1
    12% | -3% | -4%
> CCOC(=O)c1cc(-c2ccc(OC(F)F)cc2)nc2nc(SC)[nH]c(=O)c12
    -8% | 0% | 3%
> COc1ccc(C(=O)NCc2nnc(SCC(=O)Nc3cc(C)on3)o2)cc1OC
    -6% | -1% | 3%
> Cc1csc(CN(C)C(=O)CC2C(=O)NCCN2Cc2ccc(-c3ccccc3)cc2)n1 (stereo unspecified)
    -2% | -8% | 13%
> Cc1cc(C)cc(Nc2cc(-c3ccccc3)nc(C)n2)c1
    -16% | -21% | x
> CC/C(=N\NC(=O)c1nnn(-c2nonc2N)c1-c1ccc2c(c1)OCO2)c1ccccc1
    -2% | -2% | -9%
> C=C1C(C(=O)N2CCOCC2)C1C(=O)N1CCOCC1 (stereo unspecified)
    12% | -3% | 4%
> CCOCCOC(=O)NCCCCCCNC(=O)OCCOCC
    -14% | -6% | 5%
> CC(=O)Nc1c(C)nn(-c2ccccc2)c1N1CCC(C(=O)Nc2cc(F)ccc2F)CC1
    5% | -22% | x
> Cc1cc(NS(=O)(=O)c2ccc(NC(=O)Nc3cccc(Cl)c3)cc2)no1
    -3% | -6% | 0%
> CC1CN(S(=O)(=O)c2cccc(C(=O)NCc3ccco3)c2)CC(C)O1 (stereo unspecified)
    -13% | -10% | x
> Cc1cccc(C2c3[nH]c4ccccc4c3CCN2C(=O)c2noc3c2CCCC3)n1 (stereo unspecified)
    -24% | -10% | 21%
> NC(=O)c1nc(Nc2ccccc2)sc1NC(=O)c1c(F)cccc1F
    8% | -7% | x
> N#CC1=C(N)Oc2cc(O)ccc2C1C1CCCCC1 (stereo unspecified)
    1% | -10% | 5%

An excerpt of these results, with the structure last.
| FEN1 inhibitor | KAT2A inh | N370S GC mod | Structure |
| --- | --- | --- | --- |
| -21% | -5% | -7% | Cn1nc(-c2ccc(Cl)cc2)nc2c(=O)n(C)c(=O)nc1-2 |
| 15% | -9% | 5% | C/C(=N/NC(=O)CNC(=O)c1ccccn1)c1ccc([N+](=O)[O-])cc1 |
| -1% | -4% | -6% | COc1ccc(-n2nc(C(=O)NCC(=O)NC3CCCCCC3)c3ccccc3c2=O)cc1OC |
| 21% | -3% | -29% | Cc1ccc(C)c(CN2C(=O)c3ccccc3S(=O)c3ccc(C(=O)NCCCN4CCCC4)cc32)c1 (stereo unspecified) |

This is a subset, so the mix of outcomes need not match the whole.
